Source: PubChem
14-3-3g Raf: alters human 14-3-3 gamma binding to Raf peptide | FP, 14-3-3gamma / TMR-pS259-Raf peptide binding | P61981 | inhibition, % at 40 µM | hit rate 0.19% among 160,000; in the data active = inhibition above about 30%;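 also: 0% = protein plus tracer without compound and 100% = blank with tracer alone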
Target sequence (P61981 whole entry, looked up): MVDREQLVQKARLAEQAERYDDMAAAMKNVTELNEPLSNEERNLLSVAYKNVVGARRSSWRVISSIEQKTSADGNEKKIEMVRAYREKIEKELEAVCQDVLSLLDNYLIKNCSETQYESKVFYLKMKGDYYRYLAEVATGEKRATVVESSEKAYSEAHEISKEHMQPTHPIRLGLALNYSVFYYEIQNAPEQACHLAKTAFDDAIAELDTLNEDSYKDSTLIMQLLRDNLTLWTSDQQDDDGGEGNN
Active calls of the source: *; & = joins results of further samples.

SMILES | 14-3-3g Raf
O=C(Nc1ccc(Cl)c(C(F)(F)F)c1)C1(S(=O)(=O)c2ccc(Cl)cc2)CC1 | 10
COc1ccc(C2C(C#N)=C(N)OC3=C2C(=O)CCC3)c(OC)c1OC (stereo not drawn) | -1
CCCCOc1ccc(C(=O)N2CCCCCC2)cc1 | -1
O=C(Nc1ccccc1-c1ccccc1)NC1CCN(CC(=O)N2CCOCC2)CC1 | -8
CSc1ccc(N2C(=O)NC3(CCCCC3)C2=O)cc1 | -2
Cc1ccccc1C(=O)NCc1ccccc1 | -18
Cc1cc(C(=O)CSc2nnc(-c3ccc(OC(F)F)cc3)o2)c(C)n1Cc1cccs1 | -3
COc1cc(NC(=O)c2ccccc2F)c(OC)cc1Cl | -6
CCOc1ccc(OCc2ccc(C(=O)Nc3cccc(C)n3)o2)cc1 | 2
CCOc1ccccc1NC(=O)C(=O)NCCc1c[nH]c2ccccc12 | -6
COc1ccccc1Nc1nc2c(s1)CCC2 | -7
Cc1cc(=O)n(CCCO)c(O)c1C#N | 5
Cc1nn(C(=O)c2ccc(Cl)cc2)c(C)c1Sc1ccccc1[N+](=O)[O-] | -16
CCc1cc2c3c(c(=O)oc2cc1O)CCCC3 | 0
COc1ccc(-c2ccc(-c3noc(-c4ccncc4)n3)c(OC)n2)cc1 | -14
Cc1c(Cl)cccc1-n1[nH]c(=O)c2ccccc2c1=O | -9
CCc1ccc(OCCCC(=O)Nc2ccc(N3CCCCC3)cc2)cc1 | -26
O=C(NC(NCC12CC3CC(CC(C3)C1)C2)(C(F)(F)F)C(F)(F)F)c1cccnc1 | -3
CN1C(=O)C(CC(=O)Nc2ccc3c(c2)Cc2ccccc2-3)N(C)C1=O (stereo not drawn) | -2
CCN(C(=O)Cn1c(=O)n2nc(CCn3nc(C)cc3C)nc2c2ccccc21)c1cccc(C)c1 | 3

The last 7 compounds of the part above are carried over, then new ones follow.
SMILES | 14-3-3g Raf
CCc1cc2c3c(c(=O)oc2cc1O)CCCC3 | 0
COc1ccc(-c2ccc(-c3noc(-c4ccncc4)n3)c(OC)n2)cc1 | -14
Cc1c(Cl)cccc1-n1[nH]c(=O)c2ccccc2c1=O | -9
CCc1ccc(OCCCC(=O)Nc2ccc(N3CCCCC3)cc2)cc1 | -26
O=C(NC(NCC12CC3CC(CC(C3)C1)C2)(C(F)(F)F)C(F)(F)F)c1cccnc1 | -3
CN1C(=O)C(CC(=O)Nc2ccc3c(c2)Cc2ccccc2-3)N(C)C1=O (stereo not drawn) | -2
CCN(C(=O)Cn1c(=O)n2nc(CCn3nc(C)cc3C)nc2c2ccccc21)c1cccc(C)c1 | 3
Cc1cc2nn(-c3ccccc3)nc2cc1NC(=O)c1cccc([N+](=O)[O-])c1 | -12
O=C(COC(=O)c1ccco1)Nc1ccccc1 | -3
O=C(CSc1ncnc2sc3c(c12)CCCC3)c1cccs1 | -2
CCN(CC)c1cc(C)c2cc(NC(=O)c3ccc4c(c3)c(C)c(C)n4C)ccc2n1 | -11
CC(=O)c1cccc(NC(=O)CN(c2ccccc2)S(=O)(=O)c2ccccc2[N+](=O)[O-])c1 | -41
Fc1ccc(-n2cc(-c3ccc(Oc4ccccc4)cc3)[nH]c2=S)cc1 | -89
COc1ccccc1NC(=O)CSc1nnnn1-c1ccc2c(c1)OCO2 | 3
CCC(=O)Nc1c(-c2cccs2)c(=O)c2ccccc2n1C | -1
Cc1ccc(-c2c(C#N)c(SCC(=O)c3ccc(O)c(O)c3)nc3c2CCCC3)o1 | -59
COc1ccc(NC(=O)c2c(C)nn(-c3ccccc3)c2Cl)cc1 | -7
C=CCNC(=O)CCN1N=C(c2ccc(C)cc2)CCC1=O | -4
COc1ccc(CNC(=O)CN2C(=O)CSc3ccc(S(=O)(=O)N4CCOCC4)cc32)c(OC)c1 | -5
COc1ccccc1-c1nnn(CC#N)n1 | -9
Nc1nc2ccccc2n1CCN1CCCC1 | -6
Cc1cc(OCC(=O)Nc2cccc(-c3cc4ccccc4oc3=O)c2)cc(C)c1Cl | -17
CC(C)(Oc1ccc(C2CC2(Cl)Cl)cc1)C(=O)O (stereo not drawn) | 3
COc1ccc(CSCc2ccccc2)cc1C(=O)O | -4
O=C(NC1CCCCC1)NC12CC3CC(CC(C3)C1)C2 | -7
CC(C)C(NC(=O)c1ccco1)C(=O)OCC(=O)c1ccc(Cl)cc1 (stereo not drawn) | -9
CC1CN(Cc2nc3c(c(=O)n(C)c(=O)n3C)n2CC(=O)c2ccccc2)CC(C)O1 (stereo not drawn) | -2
Cc1[nH]c2ccc(OC(F)(F)F)cc2c1CCN1C(=O)OC(C)(C)C1(C)O (stereo not drawn) | -1
COC(=O)Cn1c(=O)sc2ccccc21 | -2
CCCc1n(CC(O)COc2ccc(C(C)C)cc2)c2ccccc2[n+]1C (stereo not drawn) | -4
O=C(Nc1nc(-c2ccc(Oc3ccccc3)cc2)cs1)C1CC1 | 9
CCc1ccc(NS(=O)(=O)c2ccc3[nH]cc(C(=O)NCCOC)c(=O)c3c2)cc1 | -27
O=C(NCc1ccco1)C1CCCN(S(=O)(=O)c2cccc3nsnc23)C1 (stereo not drawn) | -2&-8
CCC(C)(C)n1nnnc1C(c1cccnc1)N1CCCc2ccccc21 (stereo not drawn) | 0
CCOC(=O)c1cc2c(=O)n3ccccc3nc2n(CCOC)c1=NC(=O)c1ccccc1Br | -3
CCN1C(=O)c2ccccc2S(=O)c2ccc(C(=O)NC3CC3)cc21 (stereo not drawn) | -4
O=C(NC1CC1)c1ccc2c(c1)ncn2C1CCCC1 | -4&-1
Cc1nc2c(C(=O)N3CCCCC3)c[nH]n2c(=O)c1Cc1ccccc1F | -6
CCOC(=O)N1CCN(c2c(F)cc3[nH]c(=S)[nH]c3c2Br)CC1 | 1
COC(=O)c1c(-c2ccc(C(C)(C)C)cc2)csc1NC(=O)C1C2CCC(O2)C1C(=O)O (stereo not drawn) | -51
COc1ccc(C(=O)COC(=O)Cn2nnc3ccccc32)cc1Br | -8
CCc1cc(=O)oc2cc(C)c3c(C)c(C)oc3c12 | 2
COC(=O)Nc1nnc(CC(=O)Nc2ccccc2C)s1 | -9
O=C(O)CC(Cc1ccccc1)c1ccco1 (stereo not drawn) | -6
O=C(O)Cc1ccc(C(=O)c2cccs2)s1 | 1
COc1ccc(Cl)cc1NC(=O)C1=C(C)NC(=O)NC1c1ccc(N(C)C)cc1 (stereo not drawn) | -18
CCCCSc1nnc(-c2ccc(NC(=O)CC)cc2)n1C | -15

4 entries out of the list, sorted by count of non-hydrogen atoms, falling:
SMILES | 14-3-3g Raf
COC(=O)c1c(-c2ccc(C(C)(C)C)cc2)csc1NC(=O)C1C2CCC(O2)C1C(=O)O (stereo not drawn) | -51
COc1ccc(C(=O)COC(=O)Cn2nnc3ccccc32)cc1Br | -8
COC(=O)Nc1nnc(CC(=O)Nc2ccccc2C)s1 | -9
O=C(O)Cc1ccc(C(=O)c2cccs2)s1 | 1

The results go on:
SMILES | 14-3-3g Raf
O=C(c1ccccc1)N1N=C(C(F)(F)F)CC1(O)c1cccc([N+](=O)[O-])c1 (stereo not drawn) | 4
O=C(CSc1nnc(NC(=O)c2cc(Cl)ccc2[N+](=O)[O-])s1)Nc1ccccc1C(F)(F)F | -10
CCn1cc(C(=O)NCC2CCCO2)c(=O)c2cc(S(=O)(=O)N3CCCCC3)ccc21 (stereo not drawn) | 3
CCOc1ccc(C2C(C(=O)OC3CCCC3)=C(C)NC3=C2C(=O)C(C(=O)OC)C(C)C3)cc1 (stereo not drawn) | -4
O=C(O)c1ccc2[nH]c(=O)c(Cc3cccc([N+](=O)[O-])c3)nc2c1 | -6
COc1ccc2nc(NC(=O)c3ccccc3F)sc2c1 | -2
CCCN(CCC)C(=O)CNS(=O)(=O)c1cccs1 | -13
Cc1cc(I)ccc1N1C(=O)c2ccc(C(=O)OCC(=O)c3ccccc3)cc2C1=O | -13
O=C(CN1C(C(=O)c2ccccc2)=C(N2CCOCC2)c2ccccc2S1(=O)=O)c1ccccc1 | -11
CS(=O)(=O)c1ccc2nc(NC(=O)c3ccc(Cl)cc3[N+](=O)[O-])sc2c1 | -5
Nc1c(C(=O)Nc2nccs2)sc2nc(-c3cccs3)cc(C(F)(F)F)c12 | -57
CCOC(=O)c1cnc2c(OC)cccc2c1Nc1cccc(Cl)c1 | 0
Fc1cccc(Nc2ncnc3c2cnn3-c2ccccc2)c1 | -2
N#Cc1c(OC(=O)c2ccco2)ccc(OC(=O)c2ccco2)c1C#N | 8
COc1cccc(C(O)CC(N)=O)c1 (stereo not drawn) | -4
O=C1NC(c2ccc(Cl)cc2)c2c(-c3ccccc3)n[nH]c21 (stereo not drawn) | 0
Cc1csc(NC(=O)c2ccc3c(c2)OCO3)n1 | -2
CC(=O)Nc1cccc(NC(=O)c2ccc(C)cc2)c1 | -8
CC(=O)Nc1ccc(S(=O)(=O)N2CCN(C(=O)CC(C)C)CC2)cc1 | -13
Cc1ccc(C)c(NC(=O)c2cc(S(=O)(=O)NCCC3=CCCCC3)ccc2F)c1 | -15
c1coc(-c2nnc3c4ccccc4c4ccccc4n23)c1 | -26
O=C1c2ccccc2C(=O)c2c(NC(=O)c3coc4ccccc4c3=O)cccc21 | -10
CC1NC(=S)N(C2CCCCC2)C1=O (stereo not drawn) | -3
CCOC(=O)C1=C(C)N=C2SCCC(=O)N2C1c1ccc(OCC)c(OCC)c1 (stereo not drawn) | 0
Cc1cc(NC(=O)CSc2nnc(-c3ccoc3C)o2)no1 | -8
O=C(NCCSc1c(-c2ccc(Br)cc2)[nH]c2ccccc12)c1ccncc1 | -6
Cc1ccccc1NS(=O)(=O)c1ccc2[nH]cc(C(=O)NC3CCCC(C)C3C)c(=O)c2c1 (stereo not drawn) | -9
COc1ccc(CSc2ncc(-c3ccccc3)[nH]2)cc1[N+](=O)[O-] | -7
CCOC(=O)c1ccccc1NC(=O)c1ccc(NS(C)(=O)=O)cc1 | -2
O=C(c1ccccc1F)N1CCN(c2ccccc2F)CC1 | -1
CCn1c(=N)n(CCOc2ccc(OC)cc2)c2ccccc21 | 1&0
O=C(Cc1ccc(Cl)cc1)N1CCN(c2ccc(Cl)cc2[N+](=O)[O-])CC1 | -6
CCOC(=O)c1c(C)c(C(=O)N(C)C2CCCCC2)c(C)n1C | 11
Cc1noc(C)c1CSc1ncnc2sc(C)c(C)c12 | -1
COc1ccc(-c2cc(-c3cccs3)c(C#N)c(SCC(=O)NCc3ccco3)n2)cc1 | -4
Cc1ccc(S(=O)(=O)NCCNc2c(Cl)cccc2[N+](=O)[O-])cc1 | -11
CCCN(C(=O)c1cn(CC(C)C)c(=O)c2cc(OC)c(OC)cc12)c1cccc(C)c1 | 3
O=C(Nc1ccccc1)Nc1nncs1 | 1
COc1ccccc1OC(=O)c1cc(-c2ccc(C)cc2)nc2ccccc12 | -5
CCN1CCN(C(c2ccc(F)cc2)c2nnnn2Cc2cccs2)CC1 (stereo not drawn) | -1
O=c1c2sccc2nc(SCc2ccccc2Cl)n1Cc1ccc2c(c1)OCO2 | -4
O=C(CSc1nc2ccccc2c(=O)n1-c1ccccc1)NCc1ccco1 | 0
N#CCc1ccc(NC(=O)COc2ccc([N+](=O)[O-])cc2)cc1 | -6
CCC(C)C1C(C#N)=C(N)Oc2n[nH]c(C)c21 (stereo not drawn) | -6
O=C(c1ccc(Cl)s1)N1CCN(c2ccccc2)CC1 | -10
Cc1occc(=O)c1OC(=O)Nc1ccccc1 | -8
Cc1nnc(C)c2c(C)oc(C)c12 | 19
O=C(COc1ncnc2ccccc12)NCCCN1CCCC1=O | -1
Cc1ccc(C=Cc2nc3ccccc3n2S(=O)(=O)c2ccc3c(c2)OCCO3)cc1 | 6
COc1cc2[nH]c(=O)n3nc(-c4ccccc4)nc3c2cc1OC | -14
Cc1cc2nc3c4cccc5cccc(c(=O)n3c2cc1C)c54 | -6
CCOC(=O)Cn1c(CN2CCN(c3cccc(Cl)c3)CC2)nc2c1c(=O)[nH]c(=O)n2C | -5
Nc1ccc2nc(CCCCCCCc3nc4ccc(N)cc4s3)sc2c1 | -9
O=C(Nc1ccc2c(c1)OCCO2)c1ccc(CN2CCOCC2)cc1 | -5
CN(C)C=C1C=C(c2ccccc2)OC1=S | 5
COCc1cc(C)nc2sc3c(nnn4c5ccccc5nc34)c12 | 0
CCOC(=O)c1c(C)oc2ccc(O)c(CN3CCCCC3)c12 | -8&-6
Cc1ccc(C2C(C#N)=C(N)Oc3cc4c(cc32)OCO4)cc1 (stereo not drawn) | -4
COc1ccc(-c2nc3ccccc3c(=O)n2CCCn2ccnc2)cc1 | 6
COc1cccc2c1OC(c1cccc(F)c1)N1N=C(c3ccco3)CC21 (stereo not drawn) | -31

Single values from the results shown:
`Cc1cc2nc3c4cccc5cccc(c(=O)n3c2cc1C)c54` | 14-3-3g Raf: -6
`O=C(CSc1nc2ccccc2c(=O)n1-c1ccccc1)NCc1ccco1` | 14-3-3g Raf: 0
`O=C(COc1ncnc2ccccc12)NCCCN1CCCC1=O` | 14-3-3g Raf: -1
`O=C(c1ccc(Cl)s1)N1CCN(c2ccccc2)CC1` | 14-3-3g Raf: -10

Next structures:
SMILES | 14-3-3g Raf
Cn1ncc2c1ncn1c(-c3ccccc3Cl)nnc21 | -8
CCN(CC)S(=O)(=O)c1ccc(C(=O)N=c2sc3cccc(Cl)c3n2CC)cc1 | -3
CCOc1ncccc1C(=O)OCc1cc(=O)n2c(n1)sc1ccccc12 | -3
Cc1cccc(C)c1N1C(=O)C2ON(c3ccccc3)C(c3ccncc3)C2C1=O (stereo not drawn) | 0
Cc1ccc(OCCSc2nc(C)cc(=O)[nH]2)c(C(C)C)c1 | 3
Nc1ccc(O)c(-c2nc3ccc(N)cc3s2)c1 | -59

A stretch from further up, as a working copy:
SMILES | 14-3-3g Raf
Cn1ncc2c1ncn1c(-c3ccccc3Cl)nnc21 | -8
CCN(CC)S(=O)(=O)c1ccc(C(=O)N=c2sc3cccc(Cl)c3n2CC)cc1 | -3
CCOc1ncccc1C(=O)OCc1cc(=O)n2c(n1)sc1ccccc12 | -3

Only part of the results is shown; count on the stated rates, not on these rows.
